CHO-K1 Ca antag – nonselective inhibitor or artifact in parental CHO-K1 cells. ATP-induced calcium, Fluo-8 fluorescence. inhibition, % at 3 µM. actives 0.6% (n = 360,000);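 active = inhibition above a per-plate cutoff, the plate's mean sample inhibition plus 3 SD, cut at about 24% in these data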;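 note: 0% = DMSO plus EC80 ATP and 100% = DMSO alone without ATP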
OXTR agonist – agonists of human oxytocin receptor. P30559. CHO-OTR cells, Fluo-8 calcium fluorescence; normalized: DMSO 0%, oxytocin 100%. activation, % at 3 µM. actives 0.32% (n = 320,000). AID 2435;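 active = activation above the mean of all tested compounds plus 3 SD, cutoff set per screening run, cut at about 20% in these data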;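 note: peak over basal fluorescence ratio from a 100 s FLIPR kinetic read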
CHO-K1 Ca PAM – counter-screen for M1 PAMs: effect in parental CHO-K1 cells; activation, % at 3 µM; actives 0.02% (n = 360,000); ATP EC20, Fluo-8 calcium fluorescence; 0% at ATP EC20, 100% at ATP max;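 active = activation above the run cutoff, the mean activation of all test compounds plus 3 SD, cut at about 40% in these data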;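 note: peak over basal fluorescence ratio in a 140 s read after ATP addition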
TAAR1 antagonist – antagonists of human TAAR1; Q96RJ0; CHO RD-HGA16 TAAR1, Fluo-8 calcium fluorescence, antagonist; inhibition, % at 3 µM; actives 1.5% (n = 360,000); AID 624466;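 active = inhibition above a per-plate cutoff, the mean inhibition of test compounds on that plate plus 3 SD, cut at about 49% in these data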;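 note: 0% = DMSO plus EC80 beta-PEA response and 100% = DMSO alone without agonist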
Target sequence (Q96RJ0 whole entry, looked up): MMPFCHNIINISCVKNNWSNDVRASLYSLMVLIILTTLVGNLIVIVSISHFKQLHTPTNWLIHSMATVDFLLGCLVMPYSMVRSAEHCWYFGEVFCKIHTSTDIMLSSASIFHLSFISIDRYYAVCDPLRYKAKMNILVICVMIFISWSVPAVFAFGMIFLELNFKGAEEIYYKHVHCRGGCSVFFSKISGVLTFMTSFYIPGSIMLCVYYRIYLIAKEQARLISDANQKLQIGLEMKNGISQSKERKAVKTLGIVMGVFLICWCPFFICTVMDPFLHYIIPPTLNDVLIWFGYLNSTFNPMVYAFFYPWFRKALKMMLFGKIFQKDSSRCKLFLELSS
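Assay system: RD-HGA16 CHO cells with stable hTAAR1 and Gα16 / Reagent: EC80 β-phenethylamine stimulus / Doses: 3 µM, single point / Timing: dye loading 75 min at 37 °C, then 30 min room temperature / Measured by: Fluo-8 intracellular calcium dye fluorescence, real-time kinetic reads / Controls: vehicle wells and EC80 agonist wells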
V1aR counter – V1a receptor agonism, counter-screen for OXTR agonists. P37288. CHO-V1R cells, Fluo-8 calcium fluorescence, agonist mode; 0% DMSO, 100% 3 nM vasopressin. activation, % at 3 µM. actives 0.25% (n = 320,000);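 active = activation above the mean activation of all tested compounds plus 3 SD, per screening run, cut at about 20% in these data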;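 note: signal is peak over basal fluorescence ratio across a 100 second FLIPR read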
Target sequence (P37288 whole entry, looked up): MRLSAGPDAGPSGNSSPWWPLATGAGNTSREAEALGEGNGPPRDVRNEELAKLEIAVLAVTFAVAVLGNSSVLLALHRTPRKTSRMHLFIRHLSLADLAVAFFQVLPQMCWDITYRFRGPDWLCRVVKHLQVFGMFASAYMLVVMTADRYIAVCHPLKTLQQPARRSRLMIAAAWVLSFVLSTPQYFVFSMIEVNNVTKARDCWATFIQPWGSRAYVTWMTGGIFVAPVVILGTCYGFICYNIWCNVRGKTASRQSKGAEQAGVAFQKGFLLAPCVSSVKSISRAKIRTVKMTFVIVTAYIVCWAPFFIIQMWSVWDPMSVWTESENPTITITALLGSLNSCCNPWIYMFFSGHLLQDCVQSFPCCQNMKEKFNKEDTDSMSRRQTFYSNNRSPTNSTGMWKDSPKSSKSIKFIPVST
OXTR potentiate – human OXTR potentiation; activation, % at 3 µM; P30559; AID 2445; actives 0.061% (n = 320,000); CHO-OTR cells, Fluo-8 calcium fluorescence, potentiator mode; 0% = oxytocin EC15, 100% = EC100;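 active = activation above that plate's cutoff, the mean activation of tested compounds plus 3 SD, cut at about 6.6% in these data, passing the limit was not always enough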;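 note: 100% uses oxytocin at 75 nM as the full agonist control; some results filed as inactive read as strong as hits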
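Measured by – Fluo-8 calcium dye fluorescence · Test system – human OTR in CHO cells · Dosing – one concentration, 3.0 µM compound · Controls – EC15 oxytocin alone as 0%, 75 nM oxytocin as 100% · Evaluation – normalized max/min fluorescence ratio, % activation · Timing – 6 min pre-incubation, 100 s read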
CHO-K1 Ca ag – counter-screen for M1 agonists: effect in parental CHO-K1 cells; Fluo-8 calcium fluorescence; scaled to maximal ATP response, vehicle zero; activation, % at 3 µM; actives 0.48% (n = 360,000); in the data active = activation above about 15%;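 note: untransfected CHO-K1 host cells lacking M1 receptor as counterscreen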
GPR7 antag – blocks human GPR7 receptor signaling. P48145. GPR7-expressing cells, fluorescence antagonist assay. inhibition, % at 4.4 µM. actives 1.1% (n = 290,000). AID 1861; in the data active = inhibition above about 16%, passing the limit was not always enough;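 note: cells stimulated with the agonist NPW; 0% = agonist with vehicle and 100% = vehicle without agonist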
Target sequence (P48145 whole entry, looked up): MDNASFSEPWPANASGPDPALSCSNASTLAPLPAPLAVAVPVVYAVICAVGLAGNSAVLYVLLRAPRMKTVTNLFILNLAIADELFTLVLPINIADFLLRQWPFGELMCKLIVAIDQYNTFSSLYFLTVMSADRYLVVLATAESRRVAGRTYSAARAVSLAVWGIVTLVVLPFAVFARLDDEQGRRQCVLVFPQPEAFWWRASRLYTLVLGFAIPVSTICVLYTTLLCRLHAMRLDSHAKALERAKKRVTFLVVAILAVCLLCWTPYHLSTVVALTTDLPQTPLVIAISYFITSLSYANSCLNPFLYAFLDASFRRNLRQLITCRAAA
CHO parental Ca – counter-screen: ATP calcium response change in parental CHO cells; parental CHO-K1, ATP-induced calcium, Fluo-8 fluorescence; actives 0.63% (n = 330,000); inhibition, % at 5.6 µM;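 active = inhibition above that plate's mean sample inhibition plus 3 SD, cut at about 26% in these data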;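 note: 0% = ATP-challenged DMSO wells and 100% = DMSO wells without ATP; some compounds past the cut are filed as inactive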
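Measured by: calcium-sensitive Fluo-8 fluorescence / Test system: CHO parental line / Controls: ATP-challenged DMSO wells low, unchallenged DMSO wells high / Measure: % inhibition / Compound: single nominal dose of 5.6 µM per compound / Replicates: single well per compound, no replicates / Reagent: ATP as calcium-mobilizing challenge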
Starred values were filed as active, the others as inactive; · = not tested or not shown.

Preview, two compounds:
SMILES | CHO-K1 Ca antag | OXTR agonist | CHO-K1 Ca PAM | TAAR1 antagonist | V1aR counter | OXTR potentiate | CHO-K1 Ca ag | GPR7 antag | CHO parental Ca
COc1cc(/C=N/NC(=O)CN2CC(c3ccccc3)CC2=O)ccc1OC(=O)N(C)C (centres undefined) | -5 | -0.2 | 17 | 7 | 0.1 | -11 | 0.1 | -18 | -22
O=C(COc1ccc(Cl)cc1)N(c1ccc(Cl)cc1)C1CN2CCC1CC2 (centres undefined) | -7 | 2.8 | 3 | -3 | 2.4 | -12 | 2.4 | 9 | -8

The list itself, from the first entry:
SMILES | CHO-K1 Ca antag | OXTR agonist | CHO-K1 Ca PAM | TAAR1 antagonist | V1aR counter | OXTR potentiate | CHO-K1 Ca ag | GPR7 antag | CHO parental Ca
COc1cc(/C=N/NC(=O)CN2CC(c3ccccc3)CC2=O)ccc1OC(=O)N(C)C (centres undefined) | -5 | -0.2 | 17 | 7 | 0.1 | -11 | 0.1 | -18 | -22
O=C(COc1ccc(Cl)cc1)N(c1ccc(Cl)cc1)C1CN2CCC1CC2 (centres undefined) | -7 | 2.8 | 3 | -3 | 2.4 | -12 | 2.4 | 9 | -8
CCCCn1c(O)c(C(CC)=NC(C)c2ccccc2)c(=O)[nH]c1=O (centres undefined) | -3 | -2.1 | -2 | 5 | 0.2 | -2 | 2.7 | -9 | -20
CCC1CO/C(=C(\C(Cl)=C(Cl)Cl)[N+](=O)[O-])N1Cc1ccc(Cl)nc1 (centres undefined) | -2 | -0.8 | -5 | -8 | 0.6 | -11 | 1.6 | 1 | -5
CC(NCc1ccc(Cl)cc1)C(O)c1ccccc1 (centres undefined) | -9 | 3.9 | -3 | -4 | 5.5 | -10 | 1.4 | 2 | -17
CC12C=CC(=O)C=C1CCC1C2C(=O)CC2(C)C(=O)CCC12 (centres undefined) | 2 | · | -5 | 2 | · | · | 1.1 | · | ·
C(=N\NC1=NCCCCC1)/c1c[nH]c2ccccc12 | -11 | 0.9 | 12 | 28 | 0.9 | -14 | 2.9 | -10 | -6
CCOC(=O)[C@]12Cc3cc4ccccc4cc3[C@H]1N(Cc1ccccc1)C(=O)c1ccccc12 | -1 | · | 10 | -29 | · | · | 2.1 | · | ·
CCC(C)n1c(O)c(/C=N/NC(=O)c2ccncc2)c(=O)[nH]c1=S (centres undefined) | -4 | -2.9 | 9 | -15 | 0.2 | -1 | 0.3 | -1 | -10
C=CCc1cc(C=C2C(=O)NC(=O)NC2=O)cc(OC)c1OCc1ccc(C(=O)O)cc1 | -10 | 1.5 | 14 | · | 0.5 | -11 | -0.2 | -14 | 4
COC(=O)C1=C(c2ccc(Cl)c(C(F)(F)F)c2)C[C@@H]2CC[C@H]1N2C(=O)N1CCCC1 | -16 | -2.2 | -4 | 1 | -1.6 | -1 | -0.8 | · | -24
O=C(CN1CCOCC1)c1ccc(Br)cc1 | -21 | -0.2 | 2 | 4 | 0.2 | -11 | 0.3 | 7 | 2
Cc1cc(S(N)(=O)=O)ccc1N=Cc1c(O)n(-c2ccccc2)c(=O)[nH]c1=O | -5 | 0.1 | 12 | -10 | 0.6 | -12 | 0.9 | -1 | -5
COc1ccc(N=Cc2c(O)n(-c3ccc(C)cc3)c(=O)[nH]c2=O)cc1 | -11 | -1.0 | 15 | 2 | 0.2 | -14 | 0.2 | 11 | -8
O=C1NC(=O)C2(Cc3ccccc3N3CCCC32)C(=O)N1Cc1ccccc1 (centres undefined) | 23 | 2.4 | -6 | 10 | 0.3 | -2 | -0.1 | -8 | -11
CCc1c(C)nc(N)nc1N1N=C1SCCOc1ccccc1 | -22 | -1.1 | 25 | 3 | -0.8 | -8 | 2.8 | 11 | -3
CCCNC(=O)N1[C@H]2CC[C@@H]1C(C(=O)OC)=C(c1cc3ccccc3o1)C2 | -13 | -0.2 | 7 | 5 | 0.1 | -4 | -0.1 | · | -7
CNS(=O)(=O)c1ccc(N=Cc2c(O)n(-c3cccc(C)c3)c(=O)[nH]c2=O)cc1 | 10 | 4.6 | -1 | -2 | 0.7 | -10 | 0.1 | -2 | -7
COc1ccc(CCN(C)Cc2c(F)cccc2F)cc1OC | 2 | -0.7 | -3 | 11 | -0.1 | -4 | -0.2 | -2 | -6
Cc1ccc(S(=O)(=O)Cc2ccc(C(=O)N3CCC4(CC3)OCCO4)o2)cc1 | -7 | -0.4 | 4 | -13 | 0.7 | -7 | 0.8 | -8 | -13
CC(=O)c1c(O)n(C)c(=S)n(-c2ccccc2)c1=O | -2 | -1.6 | 3 | -20 | -0.6 | -10 | 0.4 | 2 | -12
COCC(=O)N1Cc2ccccc2-n2nncc2C1 | -5 | · | -6 | -11 | · | · | 0.6 | · | ·
O=C(c1ccc(F)cc1Cl)N1CCC2(CC1)OCCO2 | 0 | 1.1 | 14 | 1 | 0.7 | -6 | 0.0 | -6 | -3
COc1cccc(N(C(C)=O)C2=NCCCS2)c1 | -4 | -0.9 | -3 | -14 | 0.0 | -4 | 0.5 | -16 | -5
CCOC(=O)N(CC)c1ccc(C(O)(C(=O)OCC)C(F)(F)F)cc1 (centres undefined) | 8 | 0.0 | 4 | -10 | 0.8 | -13 | 0.3 | -6 | -9

New compounds follow:
SMILES | CHO-K1 Ca antag | OXTR agonist | CHO-K1 Ca PAM | TAAR1 antagonist | V1aR counter | OXTR potentiate | CHO-K1 Ca ag | GPR7 antag | CHO parental Ca
CCOC(=O)C1(c2ccccc2)CCN(Cc2cccc(C(=O)O)c2)CC1 | -14 | -0.3 | 9 | -7 | 0.9 | -11 | 0.6 | 6 | -15
COc1ccc(C(=O)C2CCCN(CC3CCCCC3)C2)cc1OC (centres undefined) | 0 | · | 0 | -12 | · | · | -0.2 | · | ·
O=C1/C(=C\c2ccc3c(c2)OCO3)N2CCC1CC2 | -10 | -1.5 | 17 | · | -0.7 | -4 | 1.9 | -9 | -13
NCCc1ccccn1 | · | -0.5 | · | · | -0.5 | -12 | · | · | -12
CCS(=O)(=O)NC(C)c1nnc2n1-c1ccc(Br)cc1C(c1ccccc1Cl)=NC2 (centres undefined) | 18 | 0.7 | -20 | -10 | 0.3 | 7 | 0.3 | · | -10
CCOC(=O)[C@]12Cc3c(cc(OC)c(OC)c3OC)[C@H]1N(C)C(=O)c1cc(OC)ccc12 | -9 | · | 23 | 8 | · | · | 1.2 | · | ·
CN1CCC(C)(O)C2CCCCC21 (centres undefined) | -9 | 0.4 | 2 | -9 | 0.9 | 3 | 1.4 | 1 | -5
C=CCn1c(O)c(C(CC)=NC2CC2)c(=O)[nH]c1=O | -9 | 0.3 | 12 | 11 | -0.5 | 0 | 0.1 | -3 | 1
CN(CC(=O)Nc1ccccc1-c1ccccc1)C1CCCCC1 | -6 | -2.0 | -5 | 0 | -1.3 | -4 | -0.4 | -24 | -19
CCOP(=O)(Nc1ccc2c(c1)C(=NNC(N)=S)c1ccccc1-2)OCC | -16 | · | 12 | 46 | · | · | 3.7 | · | ·
C1=C(c2c[nH]c3ccccc23)CCNC1 | · | 0.0 | · | 5 | 0.8 | -9 | · | -6 | -5
C[n+]1c(-c2ccccc2)cc(-c2ccc(Cl)cc2)cc1-c1ccccc1 | 16 | -0.6 | -14 | -7 | -0.5 | -6 | -0.6 | 18 | -21
C=CCn1c(O)c(C(C)=NCCO)c(=O)[nH]c1=O | -28 | 0.3 | 15 | -3 | 0.5 | -7 | 0.6 | 1 | -3
CC1CN=C(Nc2cccc3ccccc23)S1 (centres undefined) | 1 | -0.8 | 2 | -16 | -1.9 | -8 | 0.1 | 5 | -3
COCCNC(=O)CN1C(=O)CN=C(c2ccccc2)c2ccccc21 | -5 | 0.3 | 4 | -16 | 2.3 | 2 | 0.7 | -5 | -7
C=CCC1(CN2CCCC2=O)C(=O)NC(=O)NC1=O | -14 | 0.0 | 14 | · | 0.4 | -2 | -0.1 | 2 | -2
O=C1NC(=O)C(=Cc2ccc(Oc3ccc([N+](=O)[O-])cc3)cc2)C(=O)N1 | -9 | -1.7 | 5 | · | 0.1 | -13 | 1.6 | -7 | -9
CN(C(=O)c1ccc(Cl)nc1)C1(c2ccccc2Cl)CCCCC1=O (centres undefined) | -3 | -0.3 | 6 | 23 | 0.4 | -3 | -0.3 | -5 | -12
CN1CCN(c2ccc(Cl)cc2N)CC1 | -12 | 1.9 | 8 | 4 | 0.7 | 0 | 0.1 | -5 | -3
CC/C(=N\NC(=O)c1ccccc1O)c1c(O)n(C2CCCCC2)c(=O)[nH]c1=O | -8 | -0.7 | 11 | -18 | 3.5 | -2 | 0.7 | -8 | -13
Cc1ccc(N)cc1Cl | 2 | · | -6 | -13 | · | · | -0.2 | · | ·
C=C1[C@H]2C[C@H]3[C@H]4N5C[C@]6(C)CCC[C@]47[C@H]([C@H]2O)[C@]3(C[C@]5(O)[C@H]67)[C@@H]1O | 17 | 1.4 | -13 | 6 | 0.7 | -2 | 0.6 | · | -4
O=C(CCC(=O)N1CC2C[C@@H](C1)Cn1c2cccc1=O)NCCc1ccccc1 | -4 | 0.7 | 18 | -5 | 0.5 | -3 | 0.0 | -5 | -10
CN1C2CCC1CC(OC(=O)c1cc(Cl)cc(Cl)c1)C2 (centres undefined) | -13 | 5.0 | 32 | 2 | 1.0 | -7 | 2.0 | 9 | -8
O=C(O)c1ccc(-n2c(O)c(/C=C3\C=Nc4ccccc43)c(=O)[nH]c2=O)cc1 | 5 | 1.6 | 4 | -5 | -0.1 | -4 | -0.7 | -7 | -11

The listing continues.
SMILES | CHO-K1 Ca antag | OXTR agonist | CHO-K1 Ca PAM | TAAR1 antagonist | V1aR counter | OXTR potentiate | CHO-K1 Ca ag | GPR7 antag | CHO parental Ca
COC(=NC1CCCCC1)C(O)c1c[nH]c2ccccc12 (centres undefined) | 3 | -1.3 | 8 | -22 | -0.1 | -9 | 0.2 | 4 | -18
CC1CCC(NC(=O)CNC(=S)N2CC3CC(C2)c2cccc(=O)n2C3)CC1 (centres undefined) | -3 | 0.5 | 14 | -14 | 1.2 | 1 | -0.3 | 4 | -6
O=C(c1ccc(F)c([N+](=O)[O-])c1)N1CC2CC(C1)c1cccc(=O)n1C2 (centres undefined) | -21 | 1.0 | 14 | -17 | 0.1 | -1 | 0.9 | -4 | -9
Cc1cc(C=O)c(C)n1CC1CCCO1 (centres undefined) | -14 | 0.6 | 25 | -7 | 1.2 | -2 | 0.5 | -14 | -9
O=C1NC(=O)C(C2CCCCCC2)C(=O)N1 | -12 | · | -16 | -18 | · | · | 0.2 | · | ·
c1ccc2c(CNC3CCCCC3)c[nH]c2c1 | · | 0.9 | · | 0 | 1.0 | 1 | · | 3 | -16
CC(=O)c1c(C)n(CCCOC(C)C)c2ccc(O)cc12 | -16 | 0.5 | 8 | -28 | 0.7 | -7 | 1.9 | -10 | -2
O=C1NC(=O)C(=Cc2cn(CCOc3ccc4c(c3)OCO4)c3ccccc23)C(=O)N1 | -12 | 1.5 | 24 | · | 1.7 | -14 | 2.9 | 11 | -3

Source: PubChem (The Scripps Research Institute Molecular Screening Center)

Only part of the results is shown. The share of hits here may be higher or lower than overall.
